Screening data (PubChem BioAssay)
WT yeast gro inh: growth inhibition of WT strain, primary screen, mitochondrial fusion inhibitor project, WT and mutant strains, chemical genetic | mitochondrial fusion phenotypic screen | inhibition, % at 10 µM | actives 2.1% (n = 190,000) | AID 1362, 2008; in the data active = inhibition above about 58%; tested in S. cerevisiae
bCat nuc transl: modulators of beta-catenin nuclear translocation, primary screen, imaging, HeLa cells, immunofluorescence, high-content; AID 1665, 2009; actives 0.3% (n = 190,000); nuclear translocation activity, % at 5 µM;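 active = nuclear translocation activity above 50% at 5 µM, with a well cell count of 50 or more; inconclusive = wells under 50 cells across six images, flagged as toxic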;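 also: per-cell ratio of nuclear to cytoplasmic median beta-catenin stain intensity; plate controls were DMSO negative control for no effect and GSK-3 inhibitor IX positive control for full effect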
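Read-out: Nuclear/cytoplasmic beta-catenin signal ratio, % activation | Assay system: Human HeLa cell line | Times: 24 h compound exposure at 37°C, 5% CO2 | Signal: Fluorescence imaging of beta-catenin antibody stain plus DAPI | Dosing: 5 µM primary, 0.02–20 µM confirmation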
Autophagy HCS: autophagy modulators in MEF cells, primary screen, imaging, high-content, MEF GFP-LC3. AID 463193, 2010. MEF GFP-LC3 puncta imaging; test concentration mostly 10 µM. actives 0.98% (n = 190,000). calls only at 10 µM (by protocol);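 active = percentage of spot-positive cells more than 3 SD above its plate mean, without a fluorescence outlier flag or 80% toxicity; inconclusive = no clear call, values can overlap the other calls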;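 also: spot-positive cell cutoff set from DMSO-treated cells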
West Nile virus CPE: West Nile virus antiviral activity, cell-based, CPE readout (AID 1621) | West Nile virus-infected cells, CPE inhibition; higher % means a stronger effect | CPE inhibition, % at 10 µM; hits with a dose series show IC50 in µM | actives 0.02% (n = 290,000); in the data active = a potency from the dose series; inconclusive = CPE inhibition mostly from about 3.7% at the one dose, without a potency; inactive = the rest, 99 in 100 with CPE inhibition below about 2.2%; also: strong numbers were not always called active
MT stabilize HCS: microtubule stabilizers in HeLa cells, primary screen, imaging, high-content imaging; HeLa tubulin immunostaining HCS, 24 h; share of cells brighter than vehicle mean+2SD; % tubulin-high responders, % at 10 µM; actives 0.83% (n = 200,000); AID 2205, 2009;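 active = plate Z-score above 3 for both tubulin-high and condensed-nucleus cell shares, with cell loss under 80%, at 10 µM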;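 also: anti alpha tubulin signal scored within the nucleus-defined area of each cell; some results filed as inactive read as strong as hits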
Hep lipid drop: inhibitors of hepatocyte lipid droplet formation, primary screen, imaging, high-throughput imaging, BODIPY stain | AID 1656, 2009 | actives 0.4% (n = 240,000) | inhibition, % at 6.5 µM | AML12 mouse hepatocytes, oleate lipid droplets;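 active = lipid droplet intensity inhibited by at least 50%, with more than 500 cells counted; inconclusive = wells with under 300 cells, treated as cytotoxic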
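Test system: AML12 hepatocytes (mouse); reagent: oleate loading, 100 µM; dosing: one dose, 6.5 µM compound; incubation: overnight exposure; signal: fluorescence imaging, 20x objective, two fields per well; read-out basis: % inhibition of corrected integrated BODIPY droplet signal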
T cell modulator: modulators of CD8 T cell-vesicle binding, primary screen, mouse 2C CD8+ T cells, flow cytometry | 2C CD8+ T cell-vesicle binding; stronger effect = lower value | calls only at 7 µM | actives 0.068% (n = 330,000);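 active = response, share of CD8 T cells binding vesicles, and their 90th percentile fluorescence all below set limits, cut at about 80% in these data, passing the limit was not always enough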
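material = purified 2C TCR transgenic mouse naive CD8+ T cells | controls = Unloaded micro-vesicles (low), QL9 vesicles with 0.7% DMSO (high) | detection = cytometric PE anti-B7-1 and Alexa647 anti-CD8 signals after 1% paraformaldehyde fixation | incubation = binding step 1.5 h, 37 °C, antibody labelling 20 min, ice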
Myeloid diff MLP: induction of myeloid progenitor differentiation, primary screen, cell-based, flow cytometry, MLPCN library. ER-HoxA9 myeloid progenitors, lysozyme-GFP differentiation. calls only at 10 µM. actives 1% (n = 360,000);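 active = normalized GFP-positive differentiation at or above the plate's own cutoff, the solvent-only control mean plus 3 SD; inconclusive = no clear call, values can overlap the other calls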;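 also: cells exposed to compound for four days before flow analysis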
Insulin prom up: insulin promoter activators in MIN6 cells, imaging, high-content screening, mouse beta cells | AID 1625, 2009 | MIN6 insulin promoter-GFP reporter; stronger effect = higher value | z-score at 5 µM | actives 0.3% (n = 190,000);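 active = z-score above 3 at 5 µM with at least 500 cells counted in the well; inconclusive = wells under 500 cells, flagged as cytotoxic or low count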
WT yeast gro inh mutant strain: recorded beside WT yeast gro inh, whose call it bears; inhibition, %; mitochondrial fusion phenotypic screen, mutant strain inhibition
Insulin prom up cell count: further read-out of Insulin prom up, marked with its call; cell count; measured here: cytotoxicity, nuclei count;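 total cells summed across four imaged fields per well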
Hep lipid drop cells 6.5 µM: recorded beside Hep lipid drop, whose call it bears; cell count; measured here: cell count, cytotoxicity flag;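 cells counted across two imaged fields per well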
bCat nuc transl cell count 5 µM: further read-out of bCat nuc transl, marked with its call; cell count; measured here: cell count, cytotoxicity flag
T cell modulator vesicle-bound %: recorded beside T cell modulator, whose call it bears; double positive events, %; measured here: CD8+ vesicle-bound cell fraction;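 binding gate set so that unloaded-vesicle control wells show 10% double positive cells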
MT stabilize HCS Hoechst-high %: second read-out of MT stabilize HCS, no call of its own (marks repeat the call); % Hoechst-high responders; measured here: nuclear condensation Hoechst responders;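 share of cells brighter than vehicle mean plus two SD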
MT stabilize HCS cytotoxicity %: recorded beside MT stabilize HCS, whose call it bears; toxicity, %; measured here: cytotoxicity by cell density;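 0% = mean cell density of plate MIN control wells and 100% = no cells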
Autophagy HCS cell loss 18 h: recorded beside Autophagy HCS, whose call it bears; toxicity, %; measured here: cell loss, nuclei count;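 cell loss after 18 h compound exposure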
Myeloid diff MLP GFP+ MAC1+ %: recorded beside Myeloid diff MLP, whose call it bears; GFP+ MAC1+ double positive, %; measured here: differentiation confirmed by MAC1 staining
The depositor's hits bear a star; i = inactive; ? = inconclusive; . = not tested or not shown; + = active, no number.

Sequence of screens – WT yeast gro inh, WT yeast gro inh mutant strain, bCat nuc transl, bCat nuc transl cell count 5 µM, Autophagy HCS, Autophagy HCS cell loss 18 h, West Nile virus CPE, MT stabilize HCS, MT stabilize HCS Hoechst-high %, MT stabilize HCS cytotoxicity %, Hep lipid drop, Hep lipid drop cells 6.5 µM, T cell modulator, T cell modulator vesicle-bound %, Myeloid diff MLP, Myeloid diff MLP GFP+ MAC1+ %, Insulin prom up, Insulin prom up cell count
O=C1Nc2ccccc2C12OCC(COc1ccc(Cl)cc1)O2 (stereo not drawn)
 : 42, 39, 0.7, 1081, i, 0, -0.5%, 2.3, 1.7, 3.6, -12, 744, i, 38, i, 0.4, 0.69, 1228
O=C(CCl)Nc1cc(SCC(O)CO)cc([N+](=O)[O-])c1 (stereo not drawn)
 : 19, 15, 11, 70, +, 79*, ?, 93, 1.0, 98, -96, 303, ., ., i, 0.2, ?, .
COc1ccc(C[C@H]2CN3C(=NC[C@H]3C)N2CCNC(=O)c2ccc(C)c(Br)c2)cc1
 : -5, -6, 2.5, 1025, i, -77, -0.6%, 0.9, 1.0, 4.4, -23, 601, ., ., i, 1.8, -0.9, 1279
O=C1C2(c3ccccc3)CN(CCO)CC1(c1ccccc1)CN(CCO)C2
 : 17, 10, ., ., i, -21, 0.0%, 6.1, 2.6, 19, -3, 769, i, 34, i, 1.3, 0.23, 873
O=C(O)c1ccc(N(c2ccccc2)c2ccccc2)cc1
 : 52, 12, -0.2, 559, i, 1, 0.2%, 3.8, 2.3, 8.0, -20, 698, i, 52, i, 2.0, ., .
Nc1cccc(-c2nc3ccc(N)cc3s2)c1
 : 20, 16, ., ., i, 10, 0.2%, 4.1, 3.5, 17, ., ., i, 27, ., ., ., .
C/C(=N\NC(=O)c1csc(C)c1C)c1ccc(C)s1
 : -2, -47, -3.1, 571, i, 11, 0.4%, 1.4, 2.2, 7.2, -17, 716, i, 49, i, 0.8, 0.33, 1287
O=C(Cn1c(=O)n(Cc2ccco2)c(=O)c2ccccc21)Nc1cccc(Cl)c1
 : 14, -4, 0.2, 1155, i, -6, 0.1%, 1.9, 2.6, 2.4, -6, 600, i, 46, i, 1.1, 2.5, 1958
Cc1ccc(S(=O)(=O)Cc2ccc(C(=O)N3CCC(C)CC3)cc2)cc1
 : ., ., ., ., ., ., -0.3%, ., ., ., -15, 711, i, 10, i, 0.5, ., .
Cc1ccc(/C(C#N)=C\c2cn(C)c3ccccc23)cc1
 : 53, 52, 1.4, 1045, i, 4, -0.2%, 3.5, 1.4, 1.8, -3, 639, i, 35, ., ., -0.87, 972
C/C(=N/NC(=O)C(C)n1nc(C)c([N+](=O)[O-])c1C)c1ccc(OCC(N)=O)cc1 (stereo not drawn)
 : ., ., -1.0, 1255, ., ., 0.0%, ., ., ., ., ., i, 11, i, 1.2, -0.86, 1027
Nc1ccccc1CNc1nc(NCCO)nc2c1ncn2CCN1CCOCC1
 : ., ., -1.3, 1400, ., ., -0.4%, ., ., ., 25, 640, i, 14, i, 3.6, 0.44, 969
COC(=O)CNC(c1ccccc1)c1cc(Br)ccc1NC(=O)CCN1CCOCC1 (stereo not drawn)
 : -4, 11, 0.0, 1037, i, 3, -0.3%, 1.6, 3.4, 6.9, -1, 676, i, 43, i, 0.3, 1.1, 1478
COc1cccc(NC(=O)CS(=O)(=O)Cc2nc(-c3ccc(C)cc3)oc2C)c1
 : ., ., ., ., ., ., -0.7%, ., ., ., 7, 784, i, 15, i, 3.2, ., .
CCOC(=O)C1=C(c2ccccc2)Nc2ncnn2C1c1ccc(O)cc1 (stereo not drawn)
 : ., ., 2.4, 1102, ., ., 0.5%, ., ., ., 9, 725, i, 40, i, 0.1, -0.08, 1396
NC(=NCc1ccccc1)c1cccc([N+](=O)[O-])c1
 : ., ., ., ., ., ., -0.1%, ., ., ., 4, 840, i, 56, i, 0.3, ., .
CNC(=O)CCn1nc(-c2ccc(C)cc2)c2ccccc2c1=O
 : ., ., ., ., ., ., -0.6%, ., ., ., -9, 814, i, 44, i, 0.5, ., .
COCCSc1ccccc1C(=O)N1CCCC1
 : -5, 3, -1.4, 979, i, -3, 0.4%, 3.0, 1.7, 6.4, 1, 809, i, 37, i, 0.9, 0.91, 1329
CCCn1cc(CN2CCCC(C(=O)c3ccc4c(c3)OCO4)C2)c(C)n1 (stereo not drawn)
 : ., ., ., ., ., ., -0.6%, ., ., ., 0, 708, i, 7, i, 2.9, ., .
O=C(COC(=O)/C(=C/c1cccs1)c1cccs1)NCc1ccccc1Cl
 : 42, 8, -2.0, 610, i, 12, -1.3%, 2.3, 3.0, 8.8, -19, 545, i, 60, i, 0.7, -0.38, 1368
CCn1cc(C(=O)NCc2ccncc2)c(=O)c2cc(F)c(N3CCN(C(=O)c4ccco4)CC3)cc21
 : ., ., -0.5, 1210, ., ., 0.5%, ., ., ., 0, 701, i, 20, i, 0.4, ., .
COCCNC(=O)C1CCCN(c2ncccn2)C1 (stereo not drawn)
 : 17, 16, 0.9, 980, i, 4, 0.5%, 2.9, 1.6, 7.2, 14, 768, i, 48, i, 0.6, 0.51, 990
Cc1cc(C)c(S(=O)(=O)N(C)CC(=O)NCc2ccccn2)c(C)c1
 : -15, -20, -2.8, 969, i, -17, -0.3%, 0.7, 0.6, 2.8, -7, 620, i, 44, i, 0.1, -0.06, 1369
Cc1cccc2c3c([nH]c12)CCNC3
 : ., ., ., ., ., ., -0.7%, ., ., ., -2, 768, i, 35, i, 0.6, ., .
O=C(NCCN1C(=O)C2C3C=CC(C3)C2C1=O)Nc1ccccc1O (stereo not drawn)
 : -4, -2, ., ., i, 2, -0.5%, 6.1, 2.1, 7.3, ., ., i, 64, i, 1.1, -0.85, 882
CCN(CC(=O)NCc1ccc(Cl)cc1)C(=O)CSCC(=O)Nc1cccc(C)c1
 : ., ., ., ., ., ., 0.0%, ., ., ., -30, 729, i, 56, i, 0.7, ., .
Cc1ccc(CNS(=O)(=O)c2ccc(C(F)(F)F)cc2)n1C
 : ., ., 1.0, 1354, ., ., 0.4%, ., ., ., -17, 729, i, 27, i, 0.2, 0.33, 1069
CCCNC(=O)NC(=O)CSc1nc2cc(C(=O)OC)ccc2c(=O)n1-c1ccccc1
 : -6, -2, -2.9, 1157, i, 33, -0.2%, 1.8, 1.4, 16, -18, 731, i, 31, i, 0.3, 0.24, 790
O=C(NCc1ccccc1)C(c1cccnc1)N(C(=O)c1ccccn1)c1ccc(F)cc1 (stereo not drawn)
 : ., ., ., ., ., ., -0.4%, ., ., ., 9, 545, i, 18, i, 0.6, ., .
Oc1c(C(c2cccs2)N2CCN(c3cccc(Cl)c3)CC2)sc2ncnn12 (stereo not drawn)
 : 6, 7, -2.8, 1215, i, 7, 0.5%, 4.8, 4.0, 10, -10, 711, i, 39, i, 1.6, -1.4, 1879
Cn1c(CNc2ccc(Cl)cc2)nnc1SCc1ccccc1
 : 2, 4, -5.5, 998, i, -2, 0.5%, 1.5, 1.2, 5.2, ., ., i, 33, i, 0.6, 0.25, 1238
Cc1ccc(S(=O)(=O)N[C@H](C(=O)OCC(=O)NC(=O)Nc2ccc3c(c2)OCCO3)C(C)C)cc1
 : 10, -15, 0.2, 511, i, 3, -0.8%, 3.0, 2.1, 11, 14, 654, i, 42, i, 0.2, 0.01, 1131
Cc1ccc(CNC(=O)C2c3ccccc3C(=O)N(C)C2c2c[nH]c3ccccc23)o1 (stereo not drawn)
 : -11, 7, 1.4, 1188, i, -1, 0.4%, 1.2, 0.7, 7.9, 5, 754, i, 36, ., ., -0.02, 1310
Cc1cc(C)c2c(n1)SCC(=O)N2CC(=O)Nc1c(C)cccc1C
 : ., ., ., ., ., ., -0.4%, ., ., ., -5, 842, i, 37, i, 2.2, ., .
COc1cc(OC)c2c(C)cc(=O)oc2c1C(CCN1CCOCC1)c1ccc(N(C)C)cc1 (stereo not drawn)
 : ., ., -0.8, 1222, ., ., 0.2%, ., ., ., 9, 649, ., ., i, 2.5, -0.19, 923
Cc1cc(C)n(CCNS(=O)(=O)c2ccc(Cl)cc2)n1
 : ., ., ., ., ., ., 0.0%, ., ., ., 5, 699, i, 63, i, 1.0, ., .
Cc1cc(SCC(=O)OCC(=O)NCC2CCCO2)c(C)cc1Br (stereo not drawn)
 : 3, -2, -3.5, 1048, i, -5, 0.2%, 2.8, 2.7, 8.0, 27, 678, i, 4, i, 0.0, 0.71, 1403
O=C(NNC(=O)C1CCCC1)c1ccc(F)cc1
 : ., ., ., ., ., ., 0.1%, ., ., ., 23, 734, i, 19, i, 0.3, ., .
Cc1cc(N2CCN(C(=O)c3ccco3)CC2)n2ncc(-c3ccccc3)c2n1
 : 93*, 88*, -4.1, 977, i, 20, 0.9%, 4.2, 1.8, 9.5, ., ., i, 45, i, 1.6, -1, 1103
CCOc1cc(/C=N/Nc2nnc(C)n2N)ccc1OC(C)=O
 : ., ., ., ., ., ., 1.9%, ., ., ., 12, 859, i, 20, i, 0.7, ., .
CCOc1ccc(N(CC(=O)NCc2ccccc2OC)S(C)(=O)=O)cc1
 : -5, 25, -1.5, 1182, i, 8, -0.7%, 0.6, 1.1, 6.7, ., ., i, 30, i, 1.7, -0.2, 913
Cc1cc2ccccc2cc1CN1CCCCC1
 : ., ., ., ., ., ., 0.2%, ., ., ., -10, 827, i, 27, i, 0.4, ., .
